Bioassay records as filed in PubChem BioAssay.
LYP act: LYP (human) phosphatase activation. 96,000 tested, 0.11% active. recombinant LYP, DiFMUP fluorescence; 0 = plate median, 100 = signal doubled. activation, % at 2 µM. Q9Y2R2;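 active means activation at 2 µM above a set limit, the mean plus 5 SD, cut at about 37% in these data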
Target sequence (Q9Y2R2 whole entry, looked up): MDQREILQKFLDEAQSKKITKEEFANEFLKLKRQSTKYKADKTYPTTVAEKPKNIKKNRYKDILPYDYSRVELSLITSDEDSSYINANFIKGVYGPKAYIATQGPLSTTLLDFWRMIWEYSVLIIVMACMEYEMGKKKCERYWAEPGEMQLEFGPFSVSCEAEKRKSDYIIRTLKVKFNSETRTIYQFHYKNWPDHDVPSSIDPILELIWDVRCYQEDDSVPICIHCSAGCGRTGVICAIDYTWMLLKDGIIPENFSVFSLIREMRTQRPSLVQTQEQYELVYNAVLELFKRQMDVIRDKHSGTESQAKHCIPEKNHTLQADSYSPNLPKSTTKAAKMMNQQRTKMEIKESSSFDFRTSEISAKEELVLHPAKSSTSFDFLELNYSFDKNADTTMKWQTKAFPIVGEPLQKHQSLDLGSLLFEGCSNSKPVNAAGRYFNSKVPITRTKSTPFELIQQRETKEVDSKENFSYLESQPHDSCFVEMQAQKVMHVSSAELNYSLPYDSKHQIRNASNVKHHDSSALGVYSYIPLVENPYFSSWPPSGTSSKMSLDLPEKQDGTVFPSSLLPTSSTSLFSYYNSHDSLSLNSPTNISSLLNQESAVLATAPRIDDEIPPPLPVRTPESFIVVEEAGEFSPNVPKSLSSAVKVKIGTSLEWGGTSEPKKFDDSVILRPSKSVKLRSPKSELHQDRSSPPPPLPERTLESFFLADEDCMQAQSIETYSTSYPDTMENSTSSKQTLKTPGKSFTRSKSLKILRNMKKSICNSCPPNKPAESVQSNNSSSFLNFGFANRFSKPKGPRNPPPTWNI
Pyk2 oligo antag: Pyk2 (human) oligomerization antagonism; Q14289; Q293 cells, Pyk2 FERM NanoBiT luminescence; hits give low values; z-score (the deposit names both 25 µM and 10 µM); 99,000 tested, 0.83% active; AID 1347419;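 active means Z-score of -3 or lower, scaled per plate to the spread of control and sample wells; inactive means z-score above -3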;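 further: negative z-score means lost luminescence so less FERM oligomerization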
PLK1 PBD inh: Plk1 (human) PBD binding inhibition; P53350; Plk1 PBD phosphopeptide binding, fluorescence polarization; inhibition, %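 (tested at about 20 µM)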; 97,000 tested, 0.13% active; in the data active means inhibition above about 34%, passing the limit was not always enough
HIV Rev-RRE inh: inhibitors of HIV-1 Rev-RRE RNA interaction; inhibition, % at 8 µM; P05866; Rev peptide-RRE RNA binding, FRET; AID 704; 97,000 tested, 0.79% active;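 active means inhibition above the screen-wide mean plus 3 SD, cut at about 35% in these data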;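 further: 0% = median DMSO wells and 100% = median Neomycin B control wells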
Target sequence (P05866 whole entry, looked up): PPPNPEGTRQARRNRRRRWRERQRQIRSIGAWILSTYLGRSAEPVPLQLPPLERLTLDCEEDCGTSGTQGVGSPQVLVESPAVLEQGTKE
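Material: labelled RRE RNA duplex and labelled Rev peptide / Buffer or medium: HEPES pH 7.5 salt buffer with EDTA / Compound dosing: single point, 8 µM final nominal compound concentration / Benchmarks: DMSO low control, neomycin B high control / Timing: 5 min preincubation and 15 min binding, 25 °C / Technique: FRET fluorescence readout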
PTPN22 inh 2: inhibitors of human LYP (PTPN22) phosphatase | recombinant LYP catalytic domain, DiFMUP fluorescence | AID 640 | inhibition, % at 2 µM | Q9Y2R2 | 96,000 tested, 0.21% active;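 active means inhibition at 2 µM at or above a set limit, the screen mean plus 3 SD, cut at about 24% in these data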;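 further: 0% = DMSO with enzyme and 100% = enzyme fully blocked by orthovanadate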
EphB4 ephrin blk: antagonists of human EphB4-ephrin-B2 interaction; AID 720; EphB4 LBD / TNYL-RAW-Alexa532 peptide, fluorescence polarization; inhibition, % at 7 µM; P54760; 97,000 tested, 0.15% active;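 active means inhibition above the screen-wide mean inhibition plus 3 SD, cut at about 15% in these data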;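 further: 0% = DMSO wells and 100% = excess unlabeled TNYL-RAW peptide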
F-actin modifier: alters cytoskeleton assembly in HUVEC cells | HUVEC TNFa F-actin phalloidin imaging, high content | 91,000 tested, 0.18% active | inhibition, % at 2 µM;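 active means inhibition above the batch mean plus 3 SD and confirmed as a hit by visual image inspection, cut at about 30% in these data, passing the limit was not always enough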; further: strong numbers were not always called active
FAK inh: inhibitors of human focal adhesion kinase; 97,000 tested, 0.84% active; inhibition, %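 (tested at 7 µM)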; biochemical FAK kinase activity assay; in the data active means inhibition above about 19%;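 further: 0% = DMSO and 100% = reference compound high control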
PLK1 inh: blocks human PLK1 kinase activity; 97,000 tested, 0.53% active; inhibition, % at 10 µM; AID 619; recombinant PLK1 kinase, TR-FRET peptide phosphorylation; P53350;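 active means inhibition of 50% or more in the single-concentration screen; inactive means inhibition below 50%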;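 further: 0% = DMSO max control and 100% = H-89 dihydrochloride min control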
* = called active by the depositor; nt = not tested or not shown.

SMILES	LYP act	Pyk2 oligo antag	PLK1 PBD inh	HIV Rev-RRE inh	PTPN22 inh 2	EphB4 ephrin blk	F-actin modifier	FAK inh	PLK1 inh
CCOC(=O)Cn1nc(-c2ccccc2)nc1-c1ccccc1	1	-0.69	-10	10	-2	8	37	1	-14
Nc1c(N=Nc2ccccc2F)c(=O)[nH]n1-c1ccccc1	16	-0.37	2	-4	-14	-1	nt	-1	-12
COC(=O)CSC1=C(C#N)C(c2ccccc2)CC(=O)N1 (stereo not given)	-8	0.34	-5	5	10	-6	18	0	-15
Cc1ccccc1OCCn1cc(/C(N)=N/O)c2ccccc21	12	-1	-14	9	-13	4	14	3	-2
O=C1CC(NCCN2CCOCC2)C(=O)N1Cc1ccc(N2CCCC2=O)cc1 (stereo not given)	-3	-0.38	6	5	3	5	-37	-2	-7
CCn1c(CCCNC(=O)c2cccs2)nc2ccccc21	2	nt	-17	3	-5	8	-15	-1	1
COCCN1Cc2cccc(C(=O)NCc3ccccn3)c2C1=O	4	nt	13	-4	-5	-8	-6	-5	-1
O=C(c1ccco1)N1CCN=C1SCc1cccnc1	2	1.9	16	3	-3	6	-5	8	-9
CCn1c(O)c(C2=NCCCC2)c2ccccc21	5	0.08	-2	0	-5	-4	0	1	-7
COc1ccc(NC(=O)c2ccc(COc3ccccc3OC)o2)cc1OC	3	0.19	-22	1	-1	2	12	-1	1
CCN(CC)C(=O)CSC1=Nc2ccccc2C2=NC(Cc3c[nH]c4ccccc34)C(=O)N12 (stereo not given)	-11	0.02	8	7	16	9	9	3	-7
CN(C)C(=O)c1cnc(Sc2ncc(C(F)(F)F)cc2Cl)n1C	-4	1.2	-6	5	6	-5	-14	-1	-40
CCN(CC)S(=O)(=O)c1ccc2oc(C(=O)Nc3ccc(OC)cc3OC)c(C)c2c1	7	0.28	21	-8	-10	-8	-5	3	10
COc1cccc(C(=O)c2cc3ccc(O)cc3oc2=O)c1	14	0.21	-1	2	-15	-1	-21	0	-7
O=S(=O)(c1cccs1)N1CCN(c2ccccn2)CC1	-13	-0.72	1	7	15	0	27	6	10
COc1ccc(C2=NNC(c3cccs3)=Nc3ccc(OC)cc32)cc1	-1	-0.91	-6	19	1	4	-16	-1	0
Cc1ccc(O)c(C2=NOC(O)(C(F)(F)F)C2)c1 (stereo not given)	4	0.75	15	-1	-2	2	nt	-3	-8
CCN1CCN(c2cc(=O)n(C3CCCCC3)c(=O)[nH]2)CC1	12	nt	-13	8	-13	4	1	4	-8
Cc1nn(-c2cc(N3CCOCC3)ccc2N)c(=O)c2ccccc12	5	-0.51	-25	0	-3	-2	-6	-9	-3
Cc1ccc(CNC(=O)C(NS(=O)(=O)c2ccc3nc(C)sc3c2)C(C)C)cc1 (stereo not given)	-2	nt	-4	3	1	-6	0	1	-6
CO/N=C(/CS(=O)(=O)c1ccc(Br)cc1)c1ccc(OC)cc1	-6	-0.78	3	7	6	-6	11	2	-5
CCOC(=O)c1c(CN2CCN(Cc3ccccc3)CC2)n(C)c2cc(Br)c(OC)cc12	-5	-0.76	-15	4	5	-1	12	-2	-16
Cc1cccc2cc(C#N)c(NCCCn3ccnc3)nc12	-2	-0.35	-4	11	0	2	31	7	-5
CCOC(=O)C1=C(C)NC2=C(C(=O)CCC2)C1c1cc(OC)ccc1OC (stereo not given)	-7	0.17	-12	0	5	-3	-6	0	-6
CC1(c2ccccc2)NC(=O)N(CC(=O)NC(=O)NCc2ccco2)C1=O (stereo not given)	-4	1.4	-13	-6	4	-5	-28	-2	-13

Complete entries as entered above. Values in the order: LYP act	Pyk2 oligo antag	PLK1 PBD inh	HIV Rev-RRE inh	PTPN22 inh 2	EphB4 ephrin blk	F-actin modifier	FAK inh	PLK1 inh
CN(C)C(=O)c1cnc(Sc2ncc(C(F)(F)F)cc2Cl)n1C is listed with -4	1.2	-6	5	6	-5	-14	-1	-40
Cc1ccc(O)c(C2=NOC(O)(C(F)(F)F)C2)c1 (stereo not given) is listed with 4	0.75	15	-1	-2	2	nt	-3	-8
Cc1ccccc1OCCn1cc(/C(N)=N/O)c2ccccc21 is listed with 12	-1	-14	9	-13	4	14	3	-2

Exported in markdown: part of the list above
| structure | LYP act | Pyk2 oligo antag | PLK1 PBD inh | HIV Rev-RRE inh | PTPN22 inh 2 | EphB4 ephrin blk | F-actin modifier | FAK inh | PLK1 inh |
| --- | --- | --- | --- | --- | --- | --- | --- | --- | --- |
| CCN(CC)S(=O)(=O)c1ccc2oc(C(=O)Nc3ccc(OC)cc3OC)c(C)c2c1 | 7 | 0.28 | 21 | -8 | -10 | -8 | -5 | 3 | 10 |
| COc1cccc(C(=O)c2cc3ccc(O)cc3oc2=O)c1 | 14 | 0.21 | -1 | 2 | -15 | -1 | -21 | 0 | -7 |
| O=S(=O)(c1cccs1)N1CCN(c2ccccn2)CC1 | -13 | -0.72 | 1 | 7 | 15 | 0 | 27 | 6 | 10 |

Next entries:
SMILES	LYP act	Pyk2 oligo antag	PLK1 PBD inh	HIV Rev-RRE inh	PTPN22 inh 2	EphB4 ephrin blk	F-actin modifier	FAK inh	PLK1 inh
CC(C)C[C@H](NC(=O)OC(C)(C)C)c1nnc(SCc2cccc(F)c2)o1	2	-0.87	-10	10	-2	3	-1	3	-11
CCNC(=O)CN(c1ccc(CC)cc1)S(C)(=O)=O	-4	0.4	24	7	4	1	28	1	-4
CCC(NC(=O)N(Cc1ccccc1)Cc1ccc2c(c1)OCO2)(C(F)(F)F)C(F)(F)F	-5	-0.32	-27	12	8	3	19	2	-7
CCN(CC)CCOC(=O)C1(c2ccccc2)CCOCC1	0	-0.17	-11	5	-2	3	34	2	1
O=C(Nc1cccc(-n2cnnn2)c1)c1ccco1	2	0.56	-23	6	-3	6	-41	0	-8
Cc1ccc(Nc2nc(C)cc(C)n2)c(Br)c1	0	-1.1	23	2	-2	-4	-9	-3	-9
c1cnc2c(OCc3nc4ccccc4[nH]3)cccc2c1	-3	-0.2	-28	8	2	3	34	1	-5
CCc1ccc(C(=O)/C=C/c2ccc([N+](=O)[O-])o2)cc1	2	-0.94	7	25	0	-6	4	1	-4
O=C(CN1CCN(CC(=O)Nc2ccccc2Cl)CC1)Nc1ccc2c(c1)OCCO2	1	0.18	4	2	0	-4	-10	-6	-12
O=C1c2ccccc2C(Nc2ccc(S(=O)(=O)N3CCCCC3)cc2)N1c1ccccn1 (stereo not given)	7	nt	7	8	-10	3	-19	-2	0
COC(=O)CSc1cc(C)nc(NC(C)=O)n1	-8	0.42	-4	4	10	-4	4	1	-12
Cc1ccc(NC(=O)CN(c2ccccc2F)S(C)(=O)=O)cc1	2	-0.29	15	7	-3	6	nt	1	-6
CCN(CC)CC(=O)Nc1ccc(C)cc1Br	8	-0.83	-17	-1	-8	-1	-9	-1	-19
Cc1nnc(SCC(=O)N2CC(=O)Nc3ccccc32)n1Cc1ccccc1	-2	-0.62	-16	1	4	7	3	8	-7
CCn1c(CCC(=O)Nc2nc3c(s2)CCCC3)nc2cc(S(=O)(=O)N(C)C)ccc21	-3	0.53	11	1	-2	3	-3	-1	-9
CC1=Nc2ccccc2N=C(NC(=O)CSc2nnnn2-c2ccccc2)C1c1ccccc1 (stereo not given)	-2	-1.4	14	11	0	4	-5	5	0
O=C(Cn1nc(-c2ccc(Cl)cc2)ccc1=O)NCCN1CCOCC1	8	nt	-10	0	-11	-4	11	2	-3
CCCc1cc(C(=O)NCc2ccc(OC)cc2)no1	-5	nt	20	-1	5	3	-1	0	-6
CC(C)COc1ccc(C2NC(=O)NC2=O)cc1 (stereo not given)	3	0.22	9	0	-6	-7	-5	-3	-13
CCC(C)NCCOCCOc1ccc(F)cc1 (stereo not given)	-5	-0.23	-2	12	7	7	4	-1	-19
COc1ccc(CC(=O)Nc2c3c(nn2-c2cccc(C)c2C)CS(=O)(=O)C3)cc1	-11	0.46	-13	2	9	-2	20	-3	-11
O=C(OCC(=O)N1CCN(C(=O)c2ccco2)CC1)c1cn(-c2ccccc2)nc1-c1ccccc1	-5	-0.78	-20	0	8	-7	-18	0	-11
O=C(Nc1ccc(Cl)cc1)C1=Cc2ccccc2OC1	6	0.42	6	10	-4	-2	-12	1	-9
Cc1cc(C)n(C(=O)CCC(=O)NCc2ccccc2)n1	-2	-0.08	-19	6	0	-12	1	-3	-6
OC1CCCN(c2c3c(nc4cc(-c5cccc(Cl)c5)nn24)CCC3)C1 (stereo not given)	-10	-3.2*	8	10	10	3	6	1	-16
Other results follow:
SMILES	LYP act	Pyk2 oligo antag	PLK1 PBD inh	HIV Rev-RRE inh	PTPN22 inh 2	EphB4 ephrin blk	F-actin modifier	FAK inh	PLK1 inh
O=C(NC1CCCCC1)C(c1cccnc1)N(C(=O)c1csnn1)C1CCCC1 (stereo not given)	-5	-2.5	-7	4	6	6	-16	0	-11
CCn1c(-c2ccoc2C)n[nH]c1=S	8	0.13	0	7	-11	0	1	-1	-3
CC(C)C(=O)N1CCN(c2ccccc2NC(=O)c2cccc(Cl)c2)CC1	5	-0.48	4	4	-3	-1	-9	-8	0
CN(C)C(=O)N1CCN(C(=O)N2CCOCC2)CC1	-9	0.51	-7	5	8	0	nt	2	-5
O=C(N/N=C/c1cccc(Oc2ccccc2)c1)c1cccc(Br)c1	6	-1.1	-28	10	-4	9	15	-1	-6
Fc1ccccc1COc1ccc(-c2nnn(Cc3ccccc3F)n2)cc1	1	nt	-1	7	-2	-5	-4	1	-12
CCN(CC)C(=O)c1c2c(nc3ccccc13)-c1ccccc1CC2	-4	-1.9	11	4	2	-6	-34	3	-8
Cc1n[nH]c(=S)n(/N=C/c2ccccn2)c1=O	2	0.29	16	10	-5	0	12	1	-3
COC(=O)Nc1ccc(S(=O)(=O)Nc2cccc3ccccc23)cc1	7	-0.38	11	-1	-10	4	6	2	-15
COC(=O)CSc1nc(C2CC2)cc(C(F)(F)F)c1C#N	5	-0.83	11	13	-7	-2	0	-1	-10
Cc1cccc2c(=O)c(C(=O)N3CCCCCC3)c[nH]c12	5	1.8	-25	5	-8	0	24	3	-3
Cn1c(=O)c2c(nc(NCc3ccc4c(c3)OCO4)n2Cc2ccccc2Cl)n(C)c1=O	6	-0.91	-17	8	-6	6	0	2	-8
CCCC[n+]1ccn(-c2nc3ccccc3nc2[N-]S(=O)(=O)c2ccc(C)cc2)c1	2	-0.25	-11	17	0	1	-4	2	-3

Quoted at random: 2 compounds from above.
SMILES	LYP act	Pyk2 oligo antag	PLK1 PBD inh	HIV Rev-RRE inh	PTPN22 inh 2	EphB4 ephrin blk	F-actin modifier	FAK inh	PLK1 inh
COC(=O)CSc1nc(C2CC2)cc(C(F)(F)F)c1C#N	5	-0.83	11	13	-7	-2	0	-1	-10
Cc1cccc2c(=O)c(C(=O)N3CCCCCC3)c[nH]c12	5	1.8	-25	5	-8	0	24	3	-3
